# IDE cell activ: activators of human insulin-degrading enzyme in cells; P14735; 340,000 compounds, 0.073% hits; activation, % at 5.96 µM; HEK cells, FAbeta-B cleavage, fluorescence polarization; 0% vehicle, 100% cell-free pure enzyme wells;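 active = activation above the mean of all tested compounds plus 3 SD, set per screening campaign, cut at about 17% in these data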
# PHOSPHO1 block: inhibitors of human PHOSPHO1 phosphatase; Q8TCT1; inhibition, % at 13.3 µM; 290,000 compounds, 1.1% hits; recombinant PHOSPHO1, absorbance phosphatase assay; in the data active = inhibition above about 60%
# VIM-2 inh: inhibitors of Pseudomonas aeruginosa VIM-2 metallo-beta-lactamase. purified VIM-2, nitrocefin hydrolysis, epi-absorbance fluorescence. inhibition, % at 5.6 µM. 290,000 compounds, 0.89% hits;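 active = inhibition above the mean of all tested compounds plus 3 SD, cutoff set per screening run, cut at about 7.5% in these data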;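 note: red hydrolysis product quenches plate fluorescence so inhibitors raise well fluorescence; 0% = enzyme with DMSO and 100% = DMSO without enzyme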
# MEKK3 PB1 HTS: modulators (inhibitors or enhancers) of MEK5 binding to human MEKK3 PB1 domain; Q99759; bead-based flow cytometry, Alexa488-MEK5 binding to MEKK3; actives lie on both sides; 0 = blocked by unlabeled MEK5, 100 = vehicle; binding response (% of control), % at 10 µM; 290,000 compounds, 1.4% hits; AID 1529;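 active = binding response more than 3 SD above or below the average of its plate-row segment, actives on both sides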;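 note: Alexa488 bead fluorescence after subtracting the streptavidin-only scavenger bead signal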
# Target sequence (Q99759 whole entry, looked up, the tested form may be a part): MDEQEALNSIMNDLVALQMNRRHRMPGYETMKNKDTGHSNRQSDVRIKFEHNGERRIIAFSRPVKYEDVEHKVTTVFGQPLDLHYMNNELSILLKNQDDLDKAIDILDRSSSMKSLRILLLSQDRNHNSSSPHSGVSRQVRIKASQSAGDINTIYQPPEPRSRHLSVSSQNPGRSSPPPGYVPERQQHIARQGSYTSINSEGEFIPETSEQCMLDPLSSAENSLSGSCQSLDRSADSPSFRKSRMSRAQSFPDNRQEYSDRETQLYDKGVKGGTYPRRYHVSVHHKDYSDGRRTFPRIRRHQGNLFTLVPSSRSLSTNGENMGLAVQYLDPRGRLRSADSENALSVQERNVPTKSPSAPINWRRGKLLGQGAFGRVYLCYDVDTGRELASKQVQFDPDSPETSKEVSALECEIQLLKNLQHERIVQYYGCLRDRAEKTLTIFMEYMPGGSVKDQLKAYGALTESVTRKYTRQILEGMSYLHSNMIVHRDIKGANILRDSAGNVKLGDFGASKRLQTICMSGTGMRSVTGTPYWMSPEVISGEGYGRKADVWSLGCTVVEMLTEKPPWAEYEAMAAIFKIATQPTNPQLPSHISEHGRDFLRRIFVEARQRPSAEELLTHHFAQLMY
# pCIP destab: p/CIP protein destabilization | 290,000 compounds, 0.01% hits | decrease of EGFP signal, % at 10 µM | F442A p/CIP-EGFP cells, EGFP fluorescence, 16 h | Q05BA5;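 active = EGFP signal decrease of at least 30% at 10 µM or well 3 SD below plate mean, unless failing retest; inactive = the rest, including hits failing retest or dose response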; note: some compounds called inactive have numbers as strong as hits; many of its hits are not listed in these tables
# NS3 helicase inh: inhibitors of Hepatitis C virus NS3 helicase; NS3 helicase DNA unwinding, Cy5 molecular beacon fluorescence; inhibition, % at 10.9 µM; 290,000 compounds, 0.56% hits; AID 1800;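 active = inhibition above the mean of all tested compounds plus 3 SD, set per campaign, cut at about 35% in these data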;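 note: 0% = DMSO wells and 100% = thioflavine S control wells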
#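 assay system = NS3 helicase fragment of HCV | buffer or medium = MOPS pH 6.5, MgCl2, DTT, Tween20, BSA | timing = 60 min unwinding reaction at 25 °C after ATP addition | signal = Cy5 beacon fluorescence read at start and 1 h | read-out basis = % inhibition of unwinding | control set = low DMSO, high thioflavine S at 110 µM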
# IMP-1 inhibitor: inhibitors of Pseudomonas aeruginosa IMP-1 metallo-beta-lactamase. inhibition, % at 5.6 µM. purified IMP-1, nitrocefin hydrolysis, epi-absorbance fluorescence. 290,000 compounds, 0.45% hits;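 active = inhibition above the mean plus 3 SD of all compounds in the same screening run, cut at about 4.5% in these data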;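 note: 0% = IMP-1 with DMSO and 100% = DMSO wells lacking enzyme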
#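 Assay system: purified recombinant IMP-1 beta-lactamase. Input: IMP-1 0.2 nM before substrate addition. Buffer or medium: Zinc- and detergent-supplemented HEPES buffer, pH 7.1. Schedule: 25 °C, 15 min preincubation, 25 min reaction. Signal: Epi-absorbance fluorescence, 480 nm excitation, 530 nm emission. Evaluation: percent inhibition from optical density relative to buffer-blank wells.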
# SUMO HTRF inh: blocks human SUMOylation mediated by UBC9 | HTRF SUMOylation assay, SAE1/SAE2 + UBC9, in vitro | 290,000 compounds, 0.36% hits | P63279 | inhibition, % at 35 µM; in the data active = inhibition above about 50%, passing the limit was not always enough; note: strong numbers were not always called active
# Target sequence (P63279 whole entry, looked up): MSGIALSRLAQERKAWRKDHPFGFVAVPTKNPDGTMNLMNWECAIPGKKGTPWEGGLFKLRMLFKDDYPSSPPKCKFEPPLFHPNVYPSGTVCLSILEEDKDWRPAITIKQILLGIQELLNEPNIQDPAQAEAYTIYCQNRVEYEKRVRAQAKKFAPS
# FID counter: fluorescent intercalator displacement, NS3 helicase counter-screen; 290,000 compounds, 0.17% hits; inhibition, % at 7.9 µM; AID 1845; DNA fluorescent intercalator displacement, fluorescence; in the data active = inhibition above about 37%;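 note: 0% = vehicle and 100% = reference compound; higher means more ethidium bromide displaced from hairpin DNA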
# The depositor's hits bear a star; nt = no result given. These rows are one share of the data; count on the stated rates, not on these rows.
SMILES,IDE cell activ,PHOSPHO1 block,VIM-2 inh,MEKK3 PB1 HTS,pCIP destab,NS3 helicase inh,IMP-1 inhibitor,SUMO HTRF inh,FID counter
CCOC(=O)C1C(c2ccc(O)c(OCC)c2)NC(=S)NC1(O)C(F)(F)F (stereo not given),1,52,-1.1,99,-8,-4,-4.0,9,-6
Cc1cc(C(=O)Nc2ccccc2[N+](=O)[O-])cs1,-1,15,0.2,103,-17,3,-1.4,5,3
O=C(NCCc1ccccc1)c1ccccc1Cl,1,9,-1.4,98,-2,19,-4.6,13,-15
COc1ccc(CN(C#N)c2nc(SC)nc(N(C)C)n2)cc1,-1,23,0.1,102,-8,-15,1.1,13,-12
Cc1cc(NC(=O)c2cc(S(=O)(=O)N3CCCCC3)ccc2C)n(-c2ccccn2)n1,3,3,-1.3,106,-12,2,-3.1,-15,-3
CCC(c1nnc(SCC(=O)N(C)c2ccccc2)n1Cc1ccccc1)N(C)C (stereo not given),4,20,-1.4,102,-10,2,-1.6,17,-8
CCOC(=O)N1CCC(N2Cc3cccc(C(=O)N4CCN(C5CCCCC5)CC4)c3C2=O)CC1,2,-5,-3.1,101,-11,1,-1.6,1,-13
COC(=O)c1ccc(CN2CCc3ccc(NC(=O)c4ccncc4)cc3C2)cc1,-4,38,-3.1,94,-11,-3,-4.4,-10,-6
Cc1n[nH]c(=S)n(/N=C/c2ccccn2)c1=O,-1,38,-1.2,108,-9,-1,0.7,8,2
Cc1ccccc1OCC(=O)NCCC1=CCCCC1,-2,1,0.2,94,-15,2,0.7,4,-22
NCCCC[C@H]1CN=C(N)N1CCC12CC3CC(CC(C3)C1)C2,2,44,nt,100,-8,nt,nt,24,nt
Cc1ccc(N(CC(O)CN2C(=O)NC(C)(C)C2=O)S(=O)(=O)c2ccc(C)cc2)cc1 (stereo not given),5,15,-3.0,97,-5,17,-4.5,-6,-34
Cc1ccc(/C=N/NC(=O)C(C)Oc2cccc3ccccc23)o1 (stereo not given),1,6,-3.8,101,-2,0,-3.0,0,-40
CSc1nc2ccc(NS(=O)(=O)c3ccc(Br)s3)cc2s1,2,12,-2.8,94,-1,-15,-3.2,0,-7
CCC/C(O)=C1\C(=O)CC(C)(C)CC1=Nc1ccccc1O,-1,20,-3.8,102,-16,3,-3.9,19,-21
Cc1ccc(NC(=O)CSc2n[nH]c(=O)n2C2CC2)cc1S(=O)(=O)N1CCOCC1,3,-12,-1.8,99,-7,-11,-3.5,3,-9
Cc1ccc(OCC(=O)NNC(=S)NC(=O)C2CCCCC2)c(C)c1,-3,3,-1.5,102,-6,27,-3.3,-28,-26
Cc1cc2nnc(SCC(=O)N3CCCCCC3)n2c(N)n1,-4,24,-3.1,106,-6,5,-2.2,6,2
O=C(OCCN1C(=O)c2ccccc2C1=O)Oc1ccccc1,11,22,0.3,96,1,2,-2.2,-6,-4
CC(=O)NCC(=O)N(Cc1ccco1)C1(C(=O)NC2CCCC2)CCCCC1,-1,0,0.4,100,-1,-7,-1.5,0,-8
Cc1[nH]n(-c2ccc(Br)cc2)c(=O)c1C=Nc1ccc(S(=O)(=O)Nc2nccs2)cc1,-5,-2,-1.0,100,-4,-2,-0.9,20,2
Cc1ccc(S(=O)(=O)N2CCOCC2)cc1C(=O)Nc1ccccc1F,4,nt,-2.3,99,8,-7,-1.1,3,-5
COC(=O)c1sc2[nH]c(=S)n(N)c(=O)c2c1C,4,-21,-4.0,97,-1,8,-3.2,-12,-1
COc1ccc(-n2c(Cc3cc(=O)[nH]c(=O)[nH]3)nnc2SCC(=O)Nc2cc(C(F)(F)F)ccc2Cl)cc1,3,-30,-1.0,101,-4,-6,-3.2,6,-30
CCOC(=O)c1ccc(N=c2sc(C(=O)OC)cc(=O)n2Cc2ccco2)cc1,0,-62,-2.8,104,-4,-7,-3.7,-14,-9
COc1ccc(-c2nn(-c3ccccc3)cc2/C=N/Nc2ccc(Cl)c(C(=O)O)c2)cc1OC,6,20,0.7,97,-5,20,-2.7,7,-33
COc1ccc(N(C(=O)Cn2nnc3ccccc32)C(C(=O)NCc2ccco2)c2ccc(C)o2)cc1 (stereo not given),3,20,-2.1,101,-3,0,-4.7,6,-33
Cn1c(C(=O)NCc2cccs2)cc2c(=O)n(C)c3ccccc3c21,6,-5,-0.9,98,7,-2,-3.8,-4,-1
CCCS(=O)(=O)N1CCC(C(=O)NCCCN(CC)c2cccc(C)c2)CC1,4,-4,-4.6,98,-6,6,-4.8,-10,-5
CCOc1ccc(Cc2nnc(N)s2)cc1OCC,3,7,-2.6,99,2,11,-2.1,11,-6
COc1ccc(-n2cnnc2SCc2ncc(-c3ccccc3)o2)cc1,4,-11,-2.8,100,0,-16,-0.9,15,-18
COc1ccccc1NC(=O)N1CCC(c2nnc(SCC(N)=O)n2C)CC1,6,-7,1.0,103,-10,2,-1.1,20,-7
O=C(Cc1ccc([N+](=O)[O-])cc1)Nc1ccc2c(c1)CCC2,-5,-2,-1.4,101,-19,3,-4.2,13,-2
O=C(CCn1c(=O)oc2ccccc21)NCCCN1CCOCC1,1,35,0.6,98,-1,2,-1.3,6,1
Cc1ccnc(NC(=O)CCC(=O)N(Cc2ccco2)C(C(=O)NC(C)C)c2ccc(F)cc2)c1 (stereo not given),3,4,-0.6,100,-10,8,-1.4,0,-32
CCOc1ccc(C2/C(=C(\O)c3ccc4c(c3)OCCO4)C(=O)C(=O)N2Cc2cccnc2)cc1OCC (stereo not given),8,45,2.8,94,10,4,-0.1,0,-43
COc1ccccc1N1CC(C(=O)Nc2ccc(S(=O)(=O)N3CCOCC3)cc2)CC1=O (stereo not given),5,5,-2.4,100,-10,2,-3.0,-3,-17
Cc1c(Cl)ccc2c(C(=O)NCCN3CCCCC3)cc(-c3ccccn3)nc12,5,-5,-2.7,103,-1,-39,-1.4,-3,22
COc1ccc(-c2c(NC(=O)c3ccco3)oc3c(C)cccc3c2=O)cc1,3,18,0.5,97,-4,-3,-1.3,8,-37
COc1cccc(CNC(=O)Cn2c(=O)n(CCC(=O)N3CCCCC3)c(=O)c3sccc32)c1,-1,-6,-1.1,107,5,3,-2.4,0,-34
CN(C)C=NC(=O)c1ccc(N2CCN(c3ncc(C(F)(F)F)cc3Cl)CC2)cc1,-3,-26,1.0,101,-25,-3,-3.0,30,-5
Cc1ccc(NC(=O)c2nn(C34CC5CC(CC(C5)C3)C4)cc2[N+](=O)[O-])cc1,3,7,-1.8,100,-9,14,-2.1,4,-17
O=S(=O)(c1ccc(Cl)cc1)N1CCN(c2nc(-c3cccs3)nc3ccccc23)CC1,4,-14,1.2,106,-6,3,-1.1,-2,1
CC(=O)c1ccc(N2CCN(S(=O)(=O)c3ccccc3)CC2)c(F)c1,3,49,-2.9,99,-13,-13,-0.4,5,6
C=CCNC(=O)CNS(=O)(=O)c1ccc(F)cc1,4,-3,-3.2,108,-5,3,-4.7,-14,0
O=C(O)CSc1ccccc1C(=O)O,7,7,-3.1,103,-2,-12,-4.7,14,-10
Cc1ncsc1C(=O)O,3,32,1.6,88,0,3,2.5,16,2
CCc1cc2ccc(C)cc2nc1SCC(=O)Nc1cc(OC)c(OC)cc1C(=O)O,4,-2,-2.1,87,-2,16,-0.9,7,-19
Fc1ccccc1N1CCN(CC2CCCCC2)CC1,4,19,-2.5,105,-16,7,-1.4,10,0
COc1cc2ccccc2cc1C(=O)Nc1cc(C)ccn1,4,14,-3.0,96,5,-11,-4.1,6,-25
COc1ccc(S(=O)(=O)N2CCN(c3ncccn3)CC2)cc1[N+](=O)[O-],2,30,-1.6,95,1,13,-0.5,1,2
COc1cc(CCC(=O)Oc2ccc(C(C)=O)cc2)cc(OC)c1OC,-5,3,-1.2,97,4,-10,1.2,-14,-23
Clc1ccc2c(c1)c1ccccc1n2CN1CCOCC1,0,1,-4.9,104,8,-15,-1.5,-18,9
CC(C)c1ccc(C2=C(O)c3ccccc3C(=O)C2=O)cc1,4,-14,-4.5,95,-1,6,-0.6,-11,-3
CCc1ccc(CN2CCC(C(=O)Nc3ccc(-n4nc(C)cc4C)cc3)CC2)o1,0,58,-0.1,99,-15,-7,-2.0,nt,14
COc1cc(NC(=O)CN2C(=O)C(c3ccccc3)=NC23CCCCCC3)cc(OC)c1,3,2,-0.7,110,-18,4,-1.1,-52,-7
CCOC(=O)N1CCC(N(CCN(C)C)C(=S)Nc2ccccc2Cl)CC1,0,2,0.0,100,-6,-10,-0.9,7,1
Cc1ccc(-c2cn3cccnc3n2)cc1NC(=O)c1cccs1,0,-24,-1.6,133*,0,-10,-1.9,32,-1

# An excerpt from above in order of molar mass, rising:
SMILES,IDE cell activ,PHOSPHO1 block,VIM-2 inh,MEKK3 PB1 HTS,pCIP destab,NS3 helicase inh,IMP-1 inhibitor,SUMO HTRF inh,FID counter
Cc1ncsc1C(=O)O,3,32,1.6,88,0,3,2.5,16,2
O=C(O)CSc1ccccc1C(=O)O,7,7,-3.1,103,-2,-12,-4.7,14,-10
C=CCNC(=O)CNS(=O)(=O)c1ccc(F)cc1,4,-3,-3.2,108,-5,3,-4.7,-14,0
Fc1ccccc1N1CCN(CC2CCCCC2)CC1,4,19,-2.5,105,-16,7,-1.4,10,0
CC(C)c1ccc(C2=C(O)c3ccccc3C(=O)C2=O)cc1,4,-14,-4.5,95,-1,6,-0.6,-11,-3
Clc1ccc2c(c1)c1ccccc1n2CN1CCOCC1,0,1,-4.9,104,8,-15,-1.5,-18,9
Cc1ccc(-c2cn3cccnc3n2)cc1NC(=O)c1cccs1,0,-24,-1.6,133*,0,-10,-1.9,32,-1
COc1cc(CCC(=O)Oc2ccc(C(C)=O)cc2)cc(OC)c1OC,-5,3,-1.2,97,4,-10,1.2,-14,-23
CC(=O)c1ccc(N2CCN(S(=O)(=O)c3ccccc3)CC2)c(F)c1,3,49,-2.9,99,-13,-13,-0.4,5,6
COc1ccc(S(=O)(=O)N2CCN(c3ncccn3)CC2)cc1[N+](=O)[O-],2,30,-1.6,95,1,13,-0.5,1,2
CCOC(=O)N1CCC(N(CCN(C)C)C(=S)Nc2ccccc2Cl)CC1,0,2,0.0,100,-6,-10,-0.9,7,1
CCc1cc2ccc(C)cc2nc1SCC(=O)Nc1cc(OC)c(OC)cc1C(=O)O,4,-2,-2.1,87,-2,16,-0.9,7,-19

# Screening data: PubChem, several laboratories
